Assay outcomes: PubChem BioAssay, several laboratories
T cell HTS: T cell immune modulation candidate; 2C CD8+ T cell-vesicle binding, flow cytometry; stronger effect = lower value; calls only at 7 µM; 0.068% of 330,000 active;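 active = response, share of CD8 T cells binding vesicles, and their 90th percentile fluorescence all below set limits, cut at about 80% in these data, passing the limit was not always enough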
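Assay system – 2C mouse CD8+ T cells · Also added – QL9-loaded Drosophila micro-vesicles · Timing – Cell–vesicle co-incubation 1.5 h at 37 °C, staining 20 min on ice · Signal – flow cytometry of vesicle-bound cells · Measure – percent CD8+ FL2 mean versus row control · Controls – Peptide-free naked vesicles (low) and QL9 vesicles with 0.7% DMSO vehicle (high)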
bCat nuc transl: modulators of beta-catenin nuclear translocation; 0.3% of 190,000 active; AID 1665; nuclear translocation activity, % at 5 µM; HeLa beta-catenin nuclear translocation, immunofluorescence imaging;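 active = nuclear translocation activity above 50% at 5 µM, with a well cell count of 50 or more; inconclusive = wells under 50 cells across six images, flagged as toxic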;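 also: per-cell ratio of nuclear to cytoplasmic median beta-catenin stain intensity; plate controls were DMSO negative control for no effect and GSK-3 inhibitor IX positive control for full effect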
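Read-out: Nuclear/cytoplasmic beta-catenin signal ratio, % activation | Assay system: Human HeLa cell line | Times: 24 h compound exposure at 37°C, 5% CO2 | Signal: Fluorescence imaging of beta-catenin antibody stain plus DAPI | Dosing: 5 µM primary, 0.02–20 µM confirmation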
MT stabilizer: microtubule stabilizers in HeLa cells. HeLa tubulin immunostaining HCS, 24 h; share of cells brighter than vehicle mean+2SD. % tubulin-high responders, % at 10 µM. 0.83% of 200,000 active;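 active = plate Z-score above 3 for both tubulin-high and condensed-nucleus cell shares, with cell loss under 80%, at 10 µM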;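 also: anti alpha tubulin signal scored within the nucleus-defined area of each cell; some results filed as inactive read as strong as hits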
Lipid droplet: modulators of hepatic lipid droplet formation; AML12 mouse hepatocytes, oleate lipid droplets, BODIPY imaging; inhibition, % at 6.5 µM; 0.4% of 240,000 active;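 active = lipid droplet intensity inhibited by at least 50%, with more than 500 cells counted; inconclusive = wells with under 300 cells, treated as cytotoxic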
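Material: mouse AML12 hepatocyte cell line, fixed after treatment; Timing: compound with oleate, overnight; Technique: high-content imaging of BODIPY-stained droplets and DAPI nuclei; Probe or stimulus: oleate, 100 µM final; Dosing: compound at 6.5 µM only.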
human PMI inhibition: inhibitors of human PMI, primary screen, biochemical, fluorescence intensity, coupled assay (AID 1209); purified PMI enzyme, coupled fluorescence intensity; higher % means a stronger effect; inhibition, % at 20 µM, or IC50 in µM where a hit was titrated; 0.42% of 190,000 active;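 also: plate controls were DMSO vehicle for no effect and wells lacking substrate for full effect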
Autophagy HCS: modulators of autophagy | MEF GFP-LC3 puncta imaging; test concentration mostly 10 µM | calls only at 10 µM (by protocol) | 0.98% of 190,000 active;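 active = percentage of spot-positive cells more than 3 SD above its plate mean, without a fluorescence outlier flag or 80% toxicity; inconclusive = no clear call, values can overlap the other calls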;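 also: spot-positive cell cutoff set from DMSO-treated cells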
Ins promoter up: MIN6 insulin promoter up-regulation; MIN6 insulin promoter-GFP reporter, high-content imaging; stronger effect = higher value; z-score at 5 µM; 0.3% of 190,000 active;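 active = z-score above 3 at 5 µM with at least 500 cells counted in the well; inconclusive = wells under 500 cells, flagged as cytotoxic or low count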
TNAP activation fold: stimulation of alkaline phosphatase TNAP activity – biochemical, luminescent, no phosphate acceptor, uHTS, primary screen (AID 1001); 0.03% of 200,000 active; purified TNAP, luminescent activation assay, no phosphate acceptor; higher activation fold means a stronger effect; one-dose activation fold at 20 µM; EC50 in µM for titrated hits; in the data active = activation fold from about 3, or a potency from the dose series; inactive = the rest, 99 in 100 with activation fold below about 1.6; also: many of its hits are not listed in these tables
PMI inhibition: MPI inhibition at elevated mannose 6-phosphate – biochemical, fluorescence intensity, high mannose 6-phosphate, primary screen (AID 1220); recombinant PMI enzyme, coupled fluorescence intensity; higher % means a stronger effect; 0.66% of 190,000 active; inhibition, % at 20 µM; hits with a dose series show IC50 in µM
Ins promoter up cell count: also measured in Ins promoter up; calls as there; cell count; measured here: cytotoxicity, nuclei count;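 total cells summed across four imaged fields per well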
Lipid droplet cells 6.5 µM: also measured in Lipid droplet; calls as there; cell count; measured here: cell count, cytotoxicity flag;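 cells counted across two imaged fields per well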
bCat nuc transl cell count 5 µM: also measured in bCat nuc transl; calls as there; cell count; measured here: cell count, cytotoxicity flag
T cell HTS vesicle-bound %: recorded beside T cell HTS, whose call it bears; double positive events, %; measured here: CD8+ vesicle-bound cell fraction;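 binding gate set so that unloaded-vesicle control wells show 10% double positive cells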
MT stabilizer Hoechst-high %: further read-out of MT stabilizer, marked with its call; % Hoechst-high responders; measured here: nuclear condensation Hoechst responders;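 share of cells brighter than vehicle mean plus two SD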
MT stabilizer cytotoxicity %: further read-out of MT stabilizer, marked with its call; toxicity, %; measured here: cytotoxicity by cell density;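 0% = mean cell density of plate MIN control wells and 100% = no cells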
Autophagy HCS cell loss 18 h: further read-out of Autophagy HCS, marked with its call; toxicity, %; measured here: cell loss, nuclei count;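 cell loss after 18 h compound exposure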
* = called active by the depositor; i = inactive; ? = inconclusive; . = not tested or not shown; + = active, no number. Rule as the data show it, unless noted: active = inhibition above about 50%; inactive = the rest.

no. | Molecule | T cell HTS | T cell HTS vesicle-bound % | bCat nuc transl | bCat nuc transl cell count 5 µM | MT stabilizer | MT stabilizer Hoechst-high % | MT stabilizer cytotoxicity % | Lipid droplet | Lipid droplet cells 6.5 µM | human PMI inhibition | Autophagy HCS | Autophagy HCS cell loss 18 h | Ins promoter up | Ins promoter up cell count | TNAP activation fold | PMI inhibition
1 | CCOC(=O)c1ccccc1NC(=O)c1cc(S(=O)(=O)N2CCOCC2)ccc1F | i | 56 | . | . | 1.7 | 1.2 | 6.4 | 13 | 732 | 8% | i | -3 | . | . | 1.1 | 6%
2 | C=C(C)C(=O)Nc1nnc(-c2ccccc2C)s1 | . | . | -1.6 | 1576 | 2.8 | 1.6 | 5.4 | -5 | 630 | . | i | 4 | -1.4 | 1395 | 1.1 | .
3 | COc1ccccc1NC(=O)Nc1ccncc1 | i | 27 | 2.7 | 535 | 1.6 | 1.9 | 9.8 | 6 | 782 | 4% | i | 7 | . | . | 1.1 | 4%
4 | Cc1cc(C(F)(F)F)nc(Nc2nc(C)c3ccccc3n2)n1 | i | 35 | 1.2 | 991 | 2.3 | 1.3 | 4.4 | -1 | 768 | -1% | i | 0 | -0.05 | 1212 | 1.1 | -3%
5 | N#CCSc1nc2ccccc2c2nc3ccccc3n12 | i | 5 | 7.0 | 390 | 7.7 | 13 | 14 | -49 | 508 | 2% | i | 19 | -1.6 | 978 | 1 | -1%
6 | CC1Cc2ccccc2N1S(=O)(=O)c1cnc[nH]1 (stereo not given) | i | 51 | -1.9 | 1094 | 8.1 | 1.5 | 8.3 | 2 | 784 | 3% | i | 10 | -0.51 | 1256 | 0.6 | 0%
7 | Cc1nn(C(CC(=O)O)C(=O)O)c(C)c1Br (stereo not given) | i | 40 | -1.4 | 1191 | 1.9 | 1.5 | 2.3 | 3 | 699 | -16% | i | 6 | . | . | 1 | -8%
8 | O=C(N/N=C/c1cccs1)[C@H]1C[C@@H]1c1ccccc1 | i | 28 | -1.6 | 937 | 4.3 | 2.4 | 8.2 | -10 | 657 | 12% | i | -16 | 0.13 | 1508 | 1.2 | -1%
9 | CC(C)(C)c1ccc(C(=O)NC(=S)Nc2ccc(N3CCOCC3)cc2)cc1 | i | 49 | -2.6 | 486 | 1.4 | 4.2 | 11 | 14 | 616 | 4% | i | -4 | -0.25 | 1009 | 1 | 1%
10 | CC(C)N(CCNCc1nnc(-c2ccccc2)o1)C(C)C | i | 24 | 1.8 | 1043 | 3.3 | 1.1 | 8.5 | 18 | 663 | -7% | i | -3 | -0.46 | 1163 | 1.1 | -10%
11 | NC(=O)C1(N2CCCCC2)CCN(C(=O)c2ccccc2)CC1 | i | 14 | -6.5 | 1100 | 4.7 | 3.8 | 8.6 | . | . | -4% | i | 8 | -0.03 | 984 | 1.1 | -1%
12 | CCN1CCN(C(=O)CSc2nc(N)cc(N)n2)CC1 | i | 14 | 0.3 | 1521 | 2.0 | 2.7 | 5.1 | 0 | 723 | 1% | i | -42 | -0.06 | 1572 | 1.1 | -5%
13 | CSc1ccccc1NC(=O)CCc1ccccc1 | i | 24 | -4.6 | 1087 | 2.3 | 2.1 | 10 | 10 | 693 | -1% | i | 11 | -0.14 | 1596 | 1.2 | -4%
14 | COCCN1C(=O)/C(=C/c2ccc(N3CCCC3)cc2)SC1=S | i | 54 | -2.1 | 1086 | 7.4 | 1.5 | 6.4 | 36 | 672 | 0% | + | 2.1* | . | . | 0.8 | 3%
15 | COCCn1c(=S)[nH]c2ccccc21 | i | 27 | -2.8 | 1097 | 2.6 | 2.2 | 7.4 | -6 | 665 | -1% | i | 20 | 0.15 | 1232 | 1.2 | 12%
16 | CC(=O)N1CCc2cc(S(=O)(=O)NC(Cc3ccccc3)C(=O)NC3CCCCCC3)ccc21 (stereo not given) | i | 12 | . | . | 1.2 | 1.2 | 8.8 | 2 | 793 | 8% | i | -7 | -0.95 | 920 | 1.2 | 0%
17 | CCOC(=O)c1cc(-c2ccc(F)cc2)n(CC(=O)NC(C)CC)c1C (stereo not given) | i | 54 | -0.7 | 1043 | 2.9 | 2.1 | 0.1 | 70* | 749* | -5% | i | 22 | -1.4 | 1284 | 1.2 | 2%
18 | CC/C(=N\NC(=O)CCC(=O)NCc1ccccc1)c1ccc(O)cc1 | i | 60 | 43 | 612 | 12* | 48* | 33* | -10 | 691 | -6% | i | 1 | ? | . | 0.9 | -6%
19 | CCCN(CCC)CCCOC(=O)c1ccc(Cl)cc1Cl | i | 41 | -0.8 | 1122 | 2.4 | 2.4 | 5.6 | 7 | 779 | 6% | i | 4 | 1.3 | 839 | 1.1 | -2%
20 | CCOc1ccc(-c2csc(NNC3=NCCCCC3)n2)cc1 | i | 49 | 0.4 | 1072 | 3.9 | 1.4 | 4.7 | 84* | 668* | -3% | i | -12 | -0.97 | 1489 | 1.3 | 3%

Reformatted: results already given
4. Cc1cc(C(F)(F)F)nc(Nc2nc(C)c3ccccc3n2)n1
17. CCOC(=O)c1cc(-c2ccc(F)cc2)n(CC(=O)NC(C)CC)c1C (stereo not given)
6. CC1Cc2ccccc2N1S(=O)(=O)c1cnc[nH]1 (stereo not given)
3. COc1ccccc1NC(=O)Nc1ccncc1
8. O=C(N/N=C/c1cccs1)[C@H]1C[C@@H]1c1ccccc1

assay / compound | 4 | 17 | 6 | 3 | 8
T cell HTS | i | i | i | i | i
T cell HTS vesicle-bound % | 35 | 54 | 51 | 27 | 28
bCat nuc transl | 1.2 | -0.7 | -1.9 | 2.7 | -1.6
bCat nuc transl cell count 5 µM | 991 | 1043 | 1094 | 535 | 937
MT stabilizer | 2.3 | 2.9 | 8.1 | 1.6 | 4.3
MT stabilizer Hoechst-high % | 1.3 | 2.1 | 1.5 | 1.9 | 2.4
MT stabilizer cytotoxicity % | 4.4 | 0.1 | 8.3 | 9.8 | 8.2
Lipid droplet | -1 | 70* | 2 | 6 | -10
Lipid droplet cells 6.5 µM | 768 | 749* | 784 | 782 | 657
human PMI inhibition | -1% | -5% | 3% | 4% | 12%
Autophagy HCS | i | i | i | i | i
Autophagy HCS cell loss 18 h | 0 | 22 | 10 | 7 | -16
Ins promoter up | -0.05 | -1.4 | -0.51 | . | 0.13
Ins promoter up cell count | 1212 | 1284 | 1256 | . | 1508
TNAP activation fold | 1.1 | 1.2 | 0.6 | 1.1 | 1.2
PMI inhibition | -3% | 2% | 0% | 4% | -1%

The results go on.
no. | Molecule | T cell HTS | T cell HTS vesicle-bound % | bCat nuc transl | bCat nuc transl cell count 5 µM | MT stabilizer | MT stabilizer Hoechst-high % | MT stabilizer cytotoxicity % | Lipid droplet | Lipid droplet cells 6.5 µM | human PMI inhibition | Autophagy HCS | Autophagy HCS cell loss 18 h | Ins promoter up | Ins promoter up cell count | TNAP activation fold | PMI inhibition
21 | CC1CN(C(=O)C2(C)CC2(Br)Br)CC(C)O1 (stereo not given) | i | 0 | 1.3 | 889 | 1.4 | 2.7 | 12 | 25 | 508 | 13% | i | -12 | . | . | 1 | 3%
22 | COc1cccc(C2NC(=O)NC(C)=C2C(=O)Nc2ccc(C)cc2)c1OC (stereo not given) | i | 10 | -4.7 | 952 | 3.9 | 3.4 | 9.2 | . | . | 3% | i | 2 | -0.4 | 1165 | 1 | 18%
23 | COc1ccccc1/C=N/NC(=O)C(=O)NCc1cccnc1 | i | 64 | -1.5 | 935 | 1.4 | 1.4 | 6.3 | 16 | 666 | 6% | i | -14 | 0.31 | 1552 | 1.1 | 9%
24 | Cc1cc(O)c(C2(C(F)(F)F)NCCNC2=O)cc1C (stereo not given) | i | 50 | 1.5 | 941 | 2.9 | 1.9 | 2.0 | 0 | 713 | 10% | i | 1 | -0.72 | 951 | 1.1 | 10%
25 | CCCCONc1ncnc2nonc12 | i | 48 | -1.3 | 573 | 2.3 | 2.4 | 9.0 | 16 | 641 | -9% | i | 4 | 0.44 | 1016 | 1 | -5%
26 | COc1ccc(NC(=O)c2ccc(C(=O)Nc3ccc(OC)cc3OC)cc2)c(OC)c1 | i | 52 | 1.4 | 541 | 4.3 | 1.5 | 6.6 | 3 | 724 | -15% | i | 12 | . | . | 1.1 | -12%
27 | COc1ccc(-c2cn(-c3cccc(C)c3)c(=O)[nH]2)cc1OC | i | 17 | -0.2 | 1064 | 5.0 | 1.2 | 5.2 | 1 | 669 | -75% | i | 18 | 0.17 | 1073 | 1.1 | -95%
28 | CC(=O)NC(=S)Nc1cccc2c(C)cc(C)nc12 | i | 34 | 0.1 | 775 | 3.8 | 3.8 | 5.1 | -1 | 679 | -7% | i | 12 | 0.35 | 1550 | 1.2 | 30%
29 | COc1cccc(Cn2cccc(NC(=O)NC3CCCCC3)c2=O)c1 | i | 58 | -1.0 | 1144 | 4.9 | 2.5 | 11 | -2 | 806 | 21% | i | -6 | -0.12 | 1114 | 1 | 12%
30 | Cc1ccc(C(=O)Cc2nnc(C)s2)cc1 | i | 20 | -3.0 | 577 | 2.8 | 1.5 | 0.3 | 6 | 743 | 3% | i | -1 | 0.32 | 1214 | 1 | 36%
31 | CCCCCC(=O)N1CC2(CC(c3cccc(NC(=O)COc4ccc(Cl)cc4)c3)=NO2)C[C@@H]1C(N)=O (stereo not given in full) | i | 52 | 0.3 | 1123 | . | . | . | -3 | 689 | . | . | . | -1.3 | 934 | . | .
32 | COc1ccc(NC(=O)CSc2n[nH]c(N)n2)c([N+](=O)[O-])c1 | i | 21 | 3.4 | 1433 | 2.5 | 2.0 | 2.9 | . | . | 11% | i | -26 | -0.01 | 1438 | 1 | 3%
33 | O=C(COC(=O)CCC(=O)c1cccs1)Nc1cc(S(=O)(=O)N2CCOCC2)ccc1Cl | i | 24 | -0.8 | 947 | 2.0 | 1.3 | 4.5 | 8 | 789 | 8% | i | -7 | -0.19 | 731 | 1.1 | 5%
34 | O=C1Nc2ccc([N+](=O)[O-])cc2OC1CCN1CCOCC1 (stereo not given) | i | 29 | -6.0 | 1030 | 3.9 | 1.6 | 6.9 | 16 | 709 | 3% | i | 7 | 0.32 | 1391 | 1 | -1%
